# Screening data: PubChem, National Center for Advancing Translational Sciences (NCATS)
# IP6K1 inh = blocks human inositol hexakisphosphate kinase 1. Q92551. IP6K1 kinase, ADP-Glo luminescence, 2 h; hits give low values. activity change, % (series mostly up to about 58 µM). actives 0.81% (n = 140,000). AID 1645851; in the data active means activity change below about -25%
# Target sequence (Q92551 whole entry, looked up): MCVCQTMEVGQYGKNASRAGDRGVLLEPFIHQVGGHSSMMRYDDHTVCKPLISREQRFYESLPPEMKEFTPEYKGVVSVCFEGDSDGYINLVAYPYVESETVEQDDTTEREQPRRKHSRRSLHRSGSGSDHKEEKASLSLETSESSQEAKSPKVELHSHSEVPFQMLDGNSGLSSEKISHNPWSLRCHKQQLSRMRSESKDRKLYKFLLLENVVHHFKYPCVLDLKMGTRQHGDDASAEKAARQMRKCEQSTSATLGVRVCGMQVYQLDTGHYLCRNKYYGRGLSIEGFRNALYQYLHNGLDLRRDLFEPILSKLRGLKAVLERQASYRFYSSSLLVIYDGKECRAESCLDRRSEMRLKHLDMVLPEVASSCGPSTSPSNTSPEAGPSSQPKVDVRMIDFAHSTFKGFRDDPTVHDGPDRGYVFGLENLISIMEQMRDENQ
#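 ADP-Glo luminescence measures ADP made by human IP6K1 during a 2 h RT reaction with ATP/IP6 (mix at 1.3 mM/130 uM); top library doses 57.5 and 19.1 uM final.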
# HEK293 viab = cell viability loss counter-screen; AID 1671193; HEK-293-SNCA-luc viability, GF-AFC fluorescence, 24 h; actives 0.12% (n = 150,000); Potency, µM (titrated, usually from 57.1 µM), inactives show at the highest dose activity change, negative = cytotoxicity, usual class: cytotoxic;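 further: potency means the concentration at half of the fitted maximal effect; 0% = DMSO-treated cells and -100% = medium-only wells without cells; nearly all actives have a fitted effect of over 30% in size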
#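 Cytotoxicity counterscreen: after 24 h compound treatment of genome-edited SNCA-luciferase HEK-293 cells, live-cell protease substrate GF-AFC read by fluorescence after 30 min; activity scaled between DMSO (0%) and medium-only (-100%), curves Hill-fitted.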
# HEK cytotox = kills HEK 293 cells; AID 1345083; actives 6.6% (n = 94,000); Potency, µM (top dose mostly 115 µM), without a hit: at the top dose activity change, negative = cytotoxicity, actives largely listed as inhibitors; HEK 293 viability, ATP luminescence (CellTiter-Glo), 48-72 h; further: potency means the concentration at half of the fitted maximal effect; nearly all actives have a fitted effect of over 60% in size
#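 Read-out: CellTiter-Glo ATP luminescence. Cells: HEK 293, 250 cells/well. Exposure: 48 or 72 hr, 37 degree Celsius.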
# SNCA expr inhib = reduces expression of the alpha-synuclein gene | HEK-293 SNCA-luciferase knock-in, luminescence, 24 h | Potency, µM (top dose mostly 57.2 µM), inactives show top-dose activity change, negative = inhibition, usual class: inhibitors | actives 0.17% (n = 140,000) | AID 1671194;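 further: potency means the concentration at half of the fitted maximal effect; plate controls were DMSO cells for no effect and cell-free wells for full effect; nearly all actives have a fitted effect of over 45% in size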
# Luciferase inh = inhibitors of firefly (Photinus pyralis) luciferase | actives 2.5% (n = 76,000) | purified P. pyralis luciferase, luminescence, biochemical | Potency, µM (highest dose often 115 µM), for the others: at the highest dose activity change, negative = inhibition, actives largely listed as inhibitors | P08659; further: potency means the concentration at half of the fitted maximal effect; nearly all actives have a fitted effect of over 65% in size
#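 FLuc 10nM, D-luciferin 10uM, ATP 10uM, Mg acetate 10mM, Tris acetate pH 7.5, Tween/BSA; cpd qHTS; enzyme added last; CCD luminescence.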
# GPT2 inh = GPT2 alanine aminotransferase inhibition; Recombinant GPT2, coupled pyruvate oxidase/HRP Amplex Red fluorescence; Q8TD30; actives 0.25% (n = 100,000); Potency, µM (titrated, usually from 57.7 µM), without a hit: at the highest dose activity change, negative = inhibition, usual class: inhibitors; further: potency means the concentration at half of the fitted maximal effect; nearly all actives have a fitted effect of over 60% in size; many of its hits are not listed in these tables
# Target sequence (Q8TD30 whole entry, looked up): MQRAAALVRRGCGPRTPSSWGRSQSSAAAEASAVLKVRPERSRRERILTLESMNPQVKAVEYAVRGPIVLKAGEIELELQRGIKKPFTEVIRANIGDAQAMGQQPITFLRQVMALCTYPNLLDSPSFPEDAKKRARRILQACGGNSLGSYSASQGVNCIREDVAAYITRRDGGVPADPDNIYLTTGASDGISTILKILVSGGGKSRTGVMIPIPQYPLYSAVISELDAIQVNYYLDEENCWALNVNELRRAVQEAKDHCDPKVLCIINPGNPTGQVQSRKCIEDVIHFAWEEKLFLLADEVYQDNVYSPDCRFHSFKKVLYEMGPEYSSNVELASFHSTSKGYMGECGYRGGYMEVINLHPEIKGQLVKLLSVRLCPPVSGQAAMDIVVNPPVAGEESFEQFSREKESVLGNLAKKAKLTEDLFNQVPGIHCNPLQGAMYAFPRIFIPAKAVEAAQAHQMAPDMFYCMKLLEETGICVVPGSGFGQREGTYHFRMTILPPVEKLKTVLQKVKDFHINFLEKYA
#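 Fluorescence of coupled pyruvate oxidase/HRP/Amplex Red system (50uM Amplex, 30 min, dark) reports pyruvate formed by GPT2. Enzyme reaction: 10ng/uL GPT2, 2mM L-alanine, 250uM a-KG, 30 min room temperature, pH 7.5; 50uM AOA control.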
# NIH3T3 tox = kills NIH 3T3 cells; NIH 3T3 viability, CellTiter-Glo ATP luminescence, 48-72 h; actives 4.3% (n = 94,000); Potency, µM (doses to about 96.7 µM), inactives show at the highest dose activity change, negative = cytotoxicity, actives largely listed as inhibitors; further: potency means the concentration at half of the fitted maximal effect; nearly all actives have a fitted effect of over 55% in size
#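 Mouse fibroblast NIH 3T3 cells, 400 per well, received compound via pintool and were incubated for 48 or 72 hr prior to CellTiter-Glo ATP luminescence measurement.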
# The depositor's hits bear a star; i = inactive; ? = inconclusive; nt = no result given; [ ] = another dose, or the depositor's remark. Unless noted, the call rests on the fitted dose curve; in most records, active means well fitted curve in the direction sought with a large enough effect; inconclusive means small, poorly fitted or top-dose-only effect, or another doubt; inactive means no such curve, though single readings can be large; an effect the other way counts as inactive or inconclusive. Unless noted, on the % scale 0 is the no-effect control and ±100 the full control effect. The list is partial; rates above refer to the full screens.
SMILES,IP6K1 inh,HEK293 viab,HEK cytotox,SNCA expr inhib,Luciferase inh,GPT2 inh,NIH3T3 tox
CC(C)(Oc1nn(Cc2cccc(Cl)c2)c2ccccc12)C(=O)NCCc1cnc[nH]1,-11,?,?,-11%[87.6 µM],0%[172 µM],1%[88.5 µM],?
CN1CC(=O)N(C2CCNCC2)Cc2c(NCCCO)ncnc21,-5,12%,-10%,26%,nt,-1%,-12%
O=C(c1ccc2nnc(-c3cccc(OC(F)(F)F)c3)n2c1)N1CCCC1,21,4%,-19%,19%,nt,i,?
Cc1ccccc1C(=O)Nc1c(C(=O)Nc2cccc(F)c2)oc2ccccc12,-1,-13%,nt,0%,nt,nt,nt
CN(C)CCCN(C(=O)c1ccc(Br)s1)c1nc2ccc(F)cc2s1,37,-7%,nt,21%,nt,nt,nt
COc1cccc(Nc2cnc3ccc(-c4ccc(OC)c(OC)c4)nn23)c1,-9,-18%[87.6 µM],56µM*,-7%[87.6 µM],4%[172 µM],-20%[88.5 µM],22µM*
CS(=O)(=O)c1ccc(S(=O)(=O)N2CCC3(CCCNC3)C2)cc1 (stereo not given),-13,6%,i,0%,-4%,i,-8%
Cc1ccc(-c2nnc(Nc3cccc(Br)c3)c3ccccc23)cc1S(=O)(=O)N1CCN(C)CC1,-14,4%,nt,15%,nt,nt,nt
COCCCNc1ncnc2onc(-c3ccc(F)cc3)c12,-7,-2%,nt,14%,nt,nt,nt
Cc1ccc(N2CC(NC(=O)Cc3cccs3)CC2=O)cc1 (stereo not given),25,2%,nt,21%,nt,nt,nt
CNc1ncncc1-c1nc(-c2ccccc2)no1,-6,-3%,?,51%[activator],?,i,?
CN(Cc1ccc2nccnc2c1)C(=O)c1cc(COc2ccc(F)cc2F)on1,14,5%,?,28%,?,?,?
CCOc1ccc(Nc2nc(-c3ccccc3)no2)cc1,-4,-30%,-73%,18%,0.79µM*,i,18µM*
O=C(c1ccccc1F)N1CCC2(CC1)CC(Cc1ccccc1)=NO2,-10,3%,-17%,18%,14%,i,-21%
Cn1nccc1C(=O)N1CCCN(C(=O)C2CC2)c2ccccc21,3,-5%,-12%,-5%,0%,i,-5%
COCCc1noc(C2Cc3ccccc3N2C(=O)Nc2ccc(C)c(C)c2)n1 (stereo not given),22,-7%,?,75%[activator],?,i,-11%
Cc1cccc(N2CCN(c3ccc(NC(=O)c4ccccc4)cc3C(=O)O)CC2C)c1 (stereo not given),-12,7%,nt,?,nt,nt,nt
CCc1ccc(CNC(=O)Cn2ccc3cc(S(=O)(=O)N4CCCCCC4)ccc32)cc1,36,-4%,nt,?,nt,nt,nt
Cc1nn(C)c2nc(NCCC(=O)N3CCC(C)CC3)sc12,-1,-1%,?,12%,-16%,i,?
CC(C)N1C[C@H](C(=O)NCCC2=CCCCC2)[C@H](C(=O)O)C1,3,11%,-13%,85%[activator],-9%,2%,-12%
CCOc1ccc(CC(=O)N2CCC[C@H]2c2nc(-c3ccc(OC)c(OC)c3)no2)cc1,0,-25%,?,1%,7%,-13%,-17%
COc1cccc(CN2CC3(C2)C(=O)N(Cc2ccccc2Cl)C(=O)[C@@H]2C[C@@H](O)CN23)c1,29,-9%,?,-9%,3%,?,?
Cc1ccc(Sc2c(C)nn(C(C)(C)C)c2OC(=O)C(C)(C)C)cc1,13,6%,nt,-5%,nt,nt,nt
COc1cc(OC)nc(O[C@H](C(=O)O)C(OC)(c2ccccc2)c2ccccc2)n1,-5,5%[23.9 µM],nt,-9%[25.6 µM],nt,i,nt
O=C(Cn1c(=O)c2cccn2c2cccnc21)NCc1cccc(F)c1,1,18%,nt,17%,nt,nt,nt
CCc1nnc(SCC(=O)N(CC)c2ccccc2)c2cc3oc(C)cc3n12,7,0%,nt,-21%,nt,nt,nt
CCCN(CC1CCOC1)S(=O)(=O)c1ccc(C(F)(F)F)cc1 (stereo not given),-5,7%,-23%,16%,-2%,i,-17%
COc1ccc(CCC(=O)N2CCC3(CC2)C(OC)CN3c2cccc(F)c2)cc1 (stereo not given),13,0%,?,12%,nt,i,?
O=C([C@H]1CCCN1C(=O)C1CC1)N1CCCC(c2nc3ccncc3[nH]2)C1 (stereo not given in full),12,5%,0%,5%,nt,-3%,i
COc1ccccc1Nc1sc(C(=O)c2ccc(F)cc2)c(N)c1S(=O)(=O)c1ccc(C)cc1,21,-4%,nt,-22%,nt,nt,nt
CCCCCC(=O)Nc1nc2c(s1)C[C@@H]1[C@](C)(CO)[C@H](O)CC[C@@]1(C)[C@@H]2CC(=O)N1CCC(C(N)=O)CC1,10,-4%,0%,-11%,-3%,i,1%
CCCCN1CCN(C(=O)c2ccc3c(c2)N(S(C)(=O)=O)CC3)CC1,-5,-3%,12%,-10%,-8%,-18%,2%
COc1ccc(S(=O)(=O)NC[C@@H]2C=C(C)[C@H](CC(=O)N3CCN(C)CC3)C[C@H]2C(C)C)cc1,13,-16%,?,-11%,14%,-5%,?
COc1cc(=O)n2c(c1C(=O)Nc1ccc(C)c(F)c1)CCCC2,1,3%,2%,4%,1%,-11%,i
COc1ccccc1CNc1cc(-c2ccccc2)nc2nncn12,-21,?,nt,-25%,nt,nt,nt
CCc1ccc(S(=O)(=O)c2cn(CC(=O)Nc3ccc(F)c(Cl)c3)c3ccccc3c2=O)cc1,6,-3%,nt,?,nt,nt,nt
COc1cccc(CNC(=O)CN(C)S(=O)(=O)c2ccc3c(c2)c(=O)n(C)c(=O)n3C)c1,-9,1%,nt,-2%,nt,nt,nt
COc1ccc(CCC(=O)NCc2ccc3c(c2)CCN3C(=O)c2ccc(C)cc2)cc1,11,-14%,nt,49%[activator],nt,nt,nt
COc1ccccc1CN[C@H]1[C@H](O)[C@@H](N2CCC(C(N)=O)CC2)[C@@H]2OC[C@H]1O2,-12,5%[87.6 µM],3%[172 µM],-10%[87.6 µM],-2%[172 µM],3%[88.5 µM],-5%[138 µM]
O=C([C@H]1C[C@H](Oc2ccccc2)CN1C(=O)CCCc1ccccc1)N1CCOCC1,6,2%,-5%,17%,?,?,-28%
COC(=O)N(C)Cc1cccc(N2CCN(Cc3c(Cl)ccc(Cl)c3Cl)CC2)c1,-1,nt,?,nt,nt,nt,-25%
COc1ccccc1Nc1ccnc(N2CCC(C(=O)NCCCc3ccccc3)CC2)n1,13,-13%,?,?,nt,i,?
COc1ccc(NC(=O)c2ccc3c(=O)n4nc(Nc5ccccc5C)sc4nc3c2)cc1Cl,-11,-6%,nt,12%,nt,nt,nt
CN1CC(=O)N(c2ccc(Cl)cc2)Cc2c(NCCO)ncnc21,1,6%,-5%,-9%,1%,2%,-22%
COc1ccccc1NC(=O)N(Cc1nnc2n1CCCCC2)c1ccc(F)cc1,-5,-7%,nt,6%,nt,nt,nt
O=C(NCc1ccc(Cl)cc1)C1CCN(C(=O)c2ccc(-c3cncnc3)cc2)CC1,-7,nt,?,nt,nt,nt,?
COc1ccc(-c2ccnc3nc(C(C)C)nn23)c(F)c1,1,-6%,?,4%,-13%,i,-26%
COc1ccc(CN2C(=O)COC[C@H]2C(=O)Nc2ccc(OC)c(OC)c2)cc1OC,-1,-6%,-1%,9%,13%,i,-1%
CC(C)OC(=O)N1CCC(COc2cnc3c(ccn3CC(N)=O)c2)CC1,-8,3%[87.6 µM],?,21%[87.6 µM],?,4%[88.5 µM],?
C=CCN(Cc1ccccc1OCC)C(=O)CCn1cccc1,14,3%,-31%,12%,0%,-27%,-34%
Cc1ccc(C(=O)N[C@@H]2CN(C)C[C@H]2CN(C)C)s1,-7,4%,i,7%,-2%,i,1%
O=C(NCc1ccc(F)cc1)c1ccc(Cn2c(SCc3ccc(F)cc3)nc3cccnc32)cc1,21,-16%,nt,46%[activator],nt,nt,nt
COc1ccc(CCNC(=O)C2Cn3cccc3C(=O)N2C)cc1OC (stereo not given),2,5%,-10%,0%,-5%,i,i
COCCN1C(=O)[C@@H]2C[C@@H](CN2C2CCCC2)Oc2ccccc21,6,0%[87.6 µM],?,-21%[87.6 µM],-13%[172 µM],4%[88.5 µM],-30%[138 µM]
CC(=O)c1ccc(NC(=O)CSc2nccn2C2CCCC2)cc1,35,-4%,nt,118%[activator],nt,nt,nt
Cc1nn2c(c1-c1ccccc1N1CCCC1)N(C(=O)c1ccc(F)cc1)CCC2,5,-14%[87.6 µM],71µM*,?,-2%[172 µM],3%[88.5 µM],?
COc1cccc(NC(=O)c2sc3nc(C)c(C(=O)Nc4ccc(C)cc4C)c(-c4sccc4C)c3c2N)c1,9,11%,nt,20%,nt,nt,nt
O=C1CCC2(C(=O)NCCN3CCOCC3)CCCC=C2N1C1CCCC1 (stereo not given),3,?,1%,92%[activator],?,-22%,-12%
COc1ccccc1CCNC(=O)[C@@H]1CNC[C@H]1COc1cccnc1,0,8%,-12%,-19%,-4%,i,-14%
CC(NC(=O)c1ccc2oc(-c3ccc(C(F)(F)F)cc3)nc2c1)c1cnn(C)c1 (stereo not given),7,-13%,?,?,0%,-19%,?
# More compounds follow:
SMILES,IP6K1 inh,HEK293 viab,HEK cytotox,SNCA expr inhib,Luciferase inh,GPT2 inh,NIH3T3 tox
O=C(Cc1cccc(C(F)(F)F)c1)N1CCCc2ncc(C(=O)N3CCCC[C@@H]3c3ccccc3)cc21,4,?,79µM*,-21%,13%,-11%,?
CC(=O)N1CCC(c2nnc3n2C(C(=O)NCCCc2ccccc2)CC3)CC1 (stereo not given),8,5%[12.5 µM],-5%,-6%,nt,4%,-6%
COCc1cc(C[C@@H]2C[C@H](NC(=O)COc3ccccc3)C2(C)C)no1,-14,1%[87.6 µM],?,-5%[87.6 µM],-6%[172 µM],i,?
Fc1ccc(-c2cc(CC3(NC4CCCCC4)COC3)no2)cc1,2,-12%[87.6 µM],?,-14%[87.6 µM],-5%[172 µM],-8%[88.5 µM],-17%[138 µM]
COc1ccc(OC(=O)c2cn(-c3cccc(OC)c3)c(=O)c3ccccc23)cc1,20,1%,nt,13%,nt,nt,nt

# 4 compounds from above, arranged by count of non-hydrogen atoms, smallest number first.
SMILES,IP6K1 inh,HEK293 viab,HEK cytotox,SNCA expr inhib,Luciferase inh,GPT2 inh,NIH3T3 tox
Fc1ccc(-c2cc(CC3(NC4CCCCC4)COC3)no2)cc1,2,-12%[87.6 µM],?,-14%[87.6 µM],-5%[172 µM],-8%[88.5 µM],-17%[138 µM]
CC(=O)N1CCC(c2nnc3n2C(C(=O)NCCCc2ccccc2)CC3)CC1 (stereo not given),8,5%[12.5 µM],-5%,-6%,nt,4%,-6%
COc1ccc(OC(=O)c2cn(-c3cccc(OC)c3)c(=O)c3ccccc23)cc1,20,1%,nt,13%,nt,nt,nt
O=C(Cc1cccc(C(F)(F)F)c1)N1CCCc2ncc(C(=O)N3CCCC[C@@H]3c3ccccc3)cc21,4,?,79µM*,-21%,13%,-11%,?
